Screens from PubChem.
SDO1 yeast rescue: sdo1-depleted yeast growth rescue; S. cerevisiae sdo1-depleted JHY4D growth rescue, OD600 30 h; hits give high values; pdr5 snq2 efflux-pump mutant strain; z-score at 10 µM; 140,000 compounds, 0.21% hits; AID 817;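 active = z-score above 3 at both the 24 hr and the 30 hr optical density reads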;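 also: z-score against mean and SD of all compound wells on the same plate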
INS promoter inh: TRM-6 insulin promoter activity inhibition; TRM-6 cells (human fetal islet line), insulin promoter-eGFP reporter, imaging; reporter expression induced with tamoxifen; inhibition, % at 2 µM; 130,000 compounds, 0.9% hits; AID 1273;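 active = inhibition above the mean plus 3 SD, with well images judged a real hit on visual review, cut at about 60% in these data, passing the limit was not always enough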
SDO1 yeast rescue Rescue 24 h: recorded beside SDO1 yeast rescue, whose call it bears; z-score; S. cerevisiae sdo1-depleted JHY4D growth rescue, OD600; measured here: growth rescue at 24 h;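 0 is the plate mean of compound wells and units are plate SD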
* marks the source's active call; other numbers are inactive results; x = not tested or not shown.

Below each SMILES: SDO1 yeast rescue, SDO1 yeast rescue Rescue 24 h, INS promoter inh
1: O=C(Nc1ccc2c(c1)OCO2)c1cc(-c2ccncc2)nc2ccccc12
    x, x, 14
2: CC(C)(C)n1ncc2c(=O)n(CC(=O)NCc3ccccc3)cnc21
    0.04, 0.12, x
3: C=CCn1c2ccccc2c2nnc(SCCCn3c(=O)[nH]c4ccccc43)nc21
    -0.71, -0.37, -371
4: O=C(Nc1cccc2ccccc12)N1CC=CCC1
    -0.07, 0.09, -23
5: Clc1ccc(Cn2c(/C=C/c3ccco3)nc3ccccc32)cc1
    -2, -1.5, -58
6: O=C(CSc1nnc2ccccn12)NC(=O)NC1CCCCC1
    0.16, -0.04, -64
7: Cc1cccc(NC(=S)NC2CC3CCCC(C2)N3Cc2ccco2)c1 (stereo not given)
    x, x, -28
8: Cc1ccc(NC(=O)Cn2cccc2)cc1C
    0.66, 2.2, x
9: COc1ccc(NS(=O)(=O)c2cc(-c3nnnn3C)ccc2OC)cc1
    2.5, 0.56, x
10: O=C(c1ccncc1)N(Cc1ccco1)Cc1cc2ccccc2[nH]c1=O
    0.28, -0.24, x
11: CC(C)Oc1ccc(C(=O)NCC(=O)OCC(=O)N(C)Cc2cccs2)cc1
    x, x, 8
12: COCCn1c(C)cc(C(=O)COC(=O)c2ccc3ncsc3c2)c1C
    -1.3, -1.1, -9
13: CCn1c(CCNC(=O)c2cccs2)nnc1SCC(=O)Nc1nc(-c2ccccc2)cs1
    0.09, -0.35, -28
14: COc1ccc(-n2c(C)cc(/C=C(\C#N)C(=O)NCc3ccco3)c2C)cc1
    0.16, 0.74, 17
15: COc1ccc(N2CCN(C(=O)c3ccc4ccccc4n3)CC2)cc1
    x, x, -41
16: CCc1nc2cc(CC(=O)O)ccc2o1
    1.6, 0.58, -32
17: CC12CN(C(=O)c3ccco3)CC(c3ccccc3)(CN(C(=O)c3ccco3)C1)C2=O
    0.41, 0.15, -31
18: CC1(c2ccccc2)NC(=O)N(CC(=O)N2CCOCC2)C1=O (stereo not given)
    -0.54, -0.41, x
19: Cc1noc(COc2ccccc2OCC(N)=O)c1Cl
    0.33, -0.41, x
20: COCCNC(=O)C1CC(=O)N(c2ccc(OC)cc2)C1c1ccc(OC)cc1 (stereo not given)
    x, x, 7
21: O=c1c2c(-c3cccs3)csc2ncn1-c1ccccc1
    -1.4, -0.76, 38
22: Cc1ccn(-c2ccc([N+](=O)[O-])cc2)n1
    -0.23, -0.17, 4
23: CCNC(=S)NNC(=O)c1cc(-c2ccc(OC)cc2)nc2ccccc12
    -0.66, -0.56, 42
24: CCCCCc1nc(-c2nonc2N)no1
    0.61, 0.23, -26
25: CCN(CC)c1ccc(/C=N/NC(=O)c2ccc([N+](=O)[O-])cc2)cc1
    x, x, 40
26: COc1ccc(OC)c(C2CC(=O)N3CN(c4ccc(C)c(Cl)c4)CSC3=C2C#N)c1 (stereo not given)
    0.36, -0.08, x
27: O=C(c1cnc2n(c1=O)CCS2)N1CCN(c2ccc(Cl)c(Cl)c2)CC1
    0.01, -0.38, -38
28: CCCCCn1c(CN2CCN(Cc3ccccc3)CC2)nc2c1c(=O)[nH]c(=O)n2C
    0.7, 0.4, x
29: CC(Oc1ccc(C(=O)c2ccccc2)cc1)C(=O)Nc1ccc(S(N)(=O)=O)cc1 (stereo not given)
    0.41, 0.03, 23
30: O=C(OCCN(C1=NS(=O)(=O)c2ccccc21)c1ccc(Cl)cc1)c1ccco1
    -1.1, -0.78, -115
31: COCCCn1c(-c2ccccc2Cl)n[nH]c1=S
    -0.05, -0.43, 64
32: CCC(C)Nc1nc(OC(C(F)(F)F)C(F)(F)F)nc(OC(C(F)(F)F)C(F)(F)F)n1 (stereo not given)
    0.2, -0.36, 62
33: Cc1[nH]n(-c2ccc([N+](=O)[O-])cc2)c(=O)c1C=NCCN1CCN(C(=O)C(C)C)CC1
    x, x, 50
34: O=S(=O)(Cc1ccccc1)N1CCn2c(nc3ccccc32)C1
    0.53, 0, x
35: CCOC(=O)c1nnn(CC(=O)Nc2cc(Cl)ccc2C)c1C(=O)OCC
    -0.45, 0.98, -3
36: CCC1(C)Cc2c(sc3c2c2ncnn2c2nnc(SCC(=O)NCc4ccco4)n32)CO1 (stereo not given)
    1.4, 1.8, x
37: CCC(=O)N/C=C/n1cnc2cc(C(F)(F)F)ccc21
    1.2, 0.51, 26
38: COc1ccc(NC2=C(NCCO)C(=O)c3ccccc3C2=O)cc1
    0.63, 1.4, 13
39: CCCC(=O)Nc1ccc(N2CCN(S(C)(=O)=O)CC2)cc1
    0.85, -0.41, 56
40: CC[C@H](C)[C@H](NS(=O)(=O)c1ccc(C)cc1)C(=O)N1CCC(C(=O)N[C@@H](C)C(=O)O)CC1
    2, 1.6, 10

Taken from above.
SDO1 yeast rescue Rescue 24 h result of `CC12CN(C(=O)c3ccco3)CC(c3ccccc3)(CN(C(=O)c3ccco3)C1)C2=O` is entered as 0.15
SDO1 yeast rescue result of `Cc1ccn(-c2ccc([N+](=O)[O-])cc2)n1` is entered as -0.23

Carrying on:
Below each SMILES: SDO1 yeast rescue, SDO1 yeast rescue Rescue 24 h, INS promoter inh
41: CCCN(CCC)CCCNS(=O)(=O)c1cc(Br)cc2c1N(C(C)=O)CC2
    0.5, 0.31, x
42: COc1ccc(Br)cc1CN1CCN(C(=O)c2cccc(OC)c2OC)CC1
    0.03, -0.55, x
43: CCCCOc1ccc(-c2nnc(-c3ccco3)o2)cc1
    -0.37, -0.46, x
44: C/C(=C(/NC(=O)c1ccccc1)C(=O)O)c1ccco1
    0.14, -0.3, 40
45: CC(C)(C)Nc1scc(-c2ccccc2)[n+]1-c1ccccc1
    x, x, -43
46: O=C(NCCc1ccc(Cl)cc1)C1CCN(C(=O)c2sccc2-n2cccc2)CC1
    -0.98, -0.2, x
47: O=C(Cn1nc(Cc2cccnc2)c2ccccc2c1=O)Nc1ccc2c(c1)OCO2
    0.16, 0.47, x
48: O=C(CN1C(=O)COc2ccccc21)NCCN1CCc2ccccc2C1
    0.03, -0.19, 10
49: CNC(=S)NNC(=O)Cc1ccc(O)cc1
    1.7, 1.9, -9
50: O=C(CCN1C(=O)c2ccccc2C1=O)N1CCN(Cc2ccc(Cl)cc2Cl)CC1
    -1.2, -1.3, x
51: O=C(NCCCn1ccnc1)c1cn(-c2ccccc2)nc1-c1ccc(F)cc1
    0.31, 1.9, x
52: O=C(C1CCN(CC2CC=CCC2)CC1)N(CCc1ccccc1)Cc1ccccc1 (stereo not given)
    -0.98, -0.68, -54
53: CC1=C2C(=O)OC(c3ccoc3)C2(C)CCC1 (stereo not given)
    -0.97, -0.82, -17
54: COc1ccc(S(=O)(=O)N2CCCCCC2)cc1C(=O)OCC(=O)NCC(C)C
    0.6, 0.39, 8
55: C=CCc1ccccc1OCC(O)CN1CCN(Cc2ccc3c(c2)OCO3)CC1 (stereo not given)
    -3, -1.7, 16
56: COCC(=O)Nc1nnc(SCC(=O)NCc2cccs2)s1
    0.85, 1.1, x
57: CCOc1ccc(S(=O)(=O)N(C)c2ccc(OCC(=O)Nc3nc(-c4cc(OC)ccc4OC)cs3)cc2)cc1
    -1.1, -0.91, x
58: CCNC(=S)N1CCN(C(c2ccccc2)c2ccccc2)CC1
    -1.9, -1.8, x
59: O=C(Cn1cnc2ccccc21)N/N=C/c1cccc([N+](=O)[O-])c1
    x, x, 41
60: COC(=O)c1cc(OC)c(OC)c(OC)c1N
    0.41, 0.59, 15
61: COc1ccc(C(CNC(=O)c2ccc(-n3cnnn3)cc2)N2CCOCC2)cc1 (stereo not given)
    0.27, 0.21, 29
62: Cc1ccc(C)c(N2CCN(C(=O)Cc3cn(C)c4ccccc34)CC2)c1
    -0.45, -0.87, -19
63: Cn1c(SCC(=O)N2CCCC2)nnc1-c1cnccn1
    x, x, -73
64: Cn1nnnc1SCC(=O)Nc1nc(-c2ccccc2)c(-c2ccccc2)o1
    0.02, 0.57, 50
65: N#CC(C#N)=C1C=C2C=C(N3CCCCC3)CCC2CC1 (stereo not given)
    -1.6, -1.1, -212
66: COc1ccccc1C(=O)Nc1cccc(SC)c1
    -0.13, -0.02, -156
67: C=CCNC(=S)N1CCC(C(=O)c2ccc(OC)cc2)CC1
    -0.25, 0.03, -3
68: CCOc1ccc(-c2ncncc2-c2ccc(OC)cc2)c(O)c1
    -0.76, -0.36, 8
69: Cc1ccc(CCNC(=O)C2CC(c3ccccc3[N+](=O)[O-])=NO2)cc1 (stereo not given)
    -0.34, -0.26, -10
70: Cc1cc(C)nc(SCC(=O)N/N=C\C(Br)=C\c2ccccc2)n1
    -0.71, 0.18, x
71: O=C(COc1ccc(Br)cc1)NCCO
    0.67, -0.36, -20
72: CCCOc1ccc(-c2cn3ccccc3n2)cc1
    x, x, 33
73: Cc1ccc(CNC(=O)c2ccccc2N)cc1
    0.33, -0.48, 14
74: Cc1cc(C)nc(/N=C(\N)Nc2ccc(F)c([N+](=O)[O-])c2)n1
    -0.36, 0.03, -54
75: Cc1cc(C)c(NC2=CC(=O)CC(C)(C)C2)c(C#N)c1
    0.4, -0.15, 7
76: NC(=O)c1ccc(SCC(=O)NC2CCCCC2)c([N+](=O)[O-])c1
    x, x, -72
77: CNC(=S)Nc1ccc(OC)c(OC)c1
    0.95, 0.92, 13
78: O=C(CSc1nnc(C2COc3ccccc3O2)o1)N1CCOCC1 (stereo not given)
    -0.29, -0.77, 12
79: CCOc1ccccc1N1CCN(C(=S)NCc2ccco2)CC1
    0.44, 0.65, -41
80: CCOC(=O)C1=C(C)NC(c2cccs2)C(=O)N1 (stereo not given)
    0.42, 0.56, x

81. Cc1cc(C)cc(NC(=S)NCCN2CCOCC2)c1
82. NC(=O)CC(O)c1cccc(Cl)c1 (stereo not given)
83. COc1ccc(-c2nn(-c3ccccc3)cc2CNCCN2CCOC2=O)c(F)c1
84. COc1ccc(-n2cc(C(=O)c3cc(Cl)ccc3O)cc(C#N)c2=O)cc1
85. O=C(Cn1cc(-c2nnnn2-c2ccc(Cl)cc2)c(=O)c2ccccc21)c1ccccc1
86. C[N+](C)(C)CCOP(=O)(O)OP(=O)([O-])OC[C@H]1O[C@@H](n2ccc(N)nc2=O)[C@H](O)[C@@H]1O
87. CCOC(=O)C1=C(C)NC(=O)NC1/C(C)=C/c1ccccc1 (stereo not given)
88. O=C(OCC(=O)N(Cc1ccccc1)C1CCS(=O)(=O)C1)c1cc2c(s1)CCCC2 (stereo not given)

entry no. | 81 | 82 | 83 | 84 | 85 | 86 | 87 | 88
SDO1 yeast rescue | x | 1.3 | x | x | 0.23 | 1.2 | -0.52 | -0.14
SDO1 yeast rescue Rescue 24 h | x | 1.9 | x | x | -0.34 | 1.8 | -0.58 | 0
INS promoter inh | 15 | -6 | -7 | -9 | 50 | 43 | 28 | -10

89. CC(C)Oc1ccc(C(=O)NC2CCCCC2)cc1
90. O=C(N/N=C/c1cccn1-c1ccccc1)c1ccncc1
91. O=C1C2CCCN2C(c2ccccc2)N1c1ccc(Cl)cc1 (stereo not given)
92. COc1ccc(Cl)cc1S(=O)(=O)N1CCN(C)CC1
93. CCC(C(=O)NCCCc1ccccc1)c1ccccc1 (stereo not given)
94. NNC(=O)c1sc(-c2ccc(Cl)cc2)cc1N
95. COc1ccc(-c2noc(CCC(=O)Nc3cc(Cl)c(OC)cc3OC)n2)cc1
96. CCCOC(=S)N/C(=N\S(=O)(=O)c1ccccc1)c1ccccc1

entry no. | 89 | 90 | 91 | 92 | 93 | 94 | 95 | 96
SDO1 yeast rescue | 0.06 | x | 1.5 | 0.16 | -0.13 | x | -1.6 | -0.29
SDO1 yeast rescue Rescue 24 h | -0.07 | x | 2.1 | -0.45 | 0 | x | -0.99 | -1.2
INS promoter inh | x | 48 | 20 | x | -41 | -58 | 14 | -7

3 compounds from above, ordered by the value under SDO1 yeast rescue, rising.
93. CCC(C(=O)NCCCc1ccccc1)c1ccccc1 (stereo not given)
89. CC(C)Oc1ccc(C(=O)NC2CCCCC2)cc1
92. COc1ccc(Cl)cc1S(=O)(=O)N1CCN(C)CC1

entry no. | 93 | 89 | 92
SDO1 yeast rescue | -0.13 | 0.06 | 0.16
SDO1 yeast rescue Rescue 24 h | 0 | -0.07 | -0.45
INS promoter inh | -41 | x | x

Next entries.
97. COC(=O)C1CCN(C(=O)NC2CCCCC2)CC1
98. COc1ccc(OC)c(S(=O)(=O)n2ccnc2C)c1
99. CNC(=S)N/N=C/c1cn(CCOc2ccc(OC)cc2)c2ccccc12
100. CCn1c(SCC(=O)N2CCN(c3ccc(F)cc3)CC2)nnc1-c1ccncc1
101. COc1ccc2cc([C@H](C)C(=O)O)ccc2c1
102. O=C(COc1cc(Cl)ccc1Cl)Nc1nnc(CC(=O)N2CCOCC2)s1
103. O=c1c2cnn(-c3ccccc3)c2ncn1Cc1ccco1

entry no. | 97 | 98 | 99 | 100 | 101 | 102 | 103
SDO1 yeast rescue | 0.4 | 1 | -1.4 | 0.29 | -0.32 | 1.4 | -0.35
SDO1 yeast rescue Rescue 24 h | -0.45 | 1.2 | -1.4 | 0.5 | -0.08 | 2.2 | -0.09
INS promoter inh | -12 | -37 | x | -21 | -5 | -4 | -72

Part of the list above, reformatted:
item	structure	SDO1 yeast rescue	SDO1 yeast rescue Rescue 24 h	INS promoter inh
103	O=c1c2cnn(-c3ccccc3)c2ncn1Cc1ccco1	-0.35	-0.09	-72
101	COc1ccc2cc([C@H](C)C(=O)O)ccc2c1	-0.32	-0.08	-5
97	COC(=O)C1CCN(C(=O)NC2CCCCC2)CC1	0.4	-0.45	-12
102	O=C(COc1cc(Cl)ccc1Cl)Nc1nnc(CC(=O)N2CCOCC2)s1	1.4	2.2	-4
100	CCn1c(SCC(=O)N2CCN(c3ccc(F)cc3)CC2)nnc1-c1ccncc1	0.29	0.5	-21
98	COc1ccc(OC)c(S(=O)(=O)n2ccnc2C)c1	1	1.2	-37
